Screening data as filed in PubChem BioAssay.
CHT inh: inhibits the human high affinity choline transporter; Q9GZV3; CHT-expressing cells, membrane potential dye, choline response; hits give low values; B-score at 10 µM; 0.86% of 310,000 active; AID 488975;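 active means B-score over 3 SD under the library average, and starting fluorescence ratio not unusually high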;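 further: choline stimulus applied at its EC90 after an EC20 pre-addition; B-score computed on integrated fluorescence ratio after choline addition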
Target sequence (Q9GZV3 whole entry, looked up): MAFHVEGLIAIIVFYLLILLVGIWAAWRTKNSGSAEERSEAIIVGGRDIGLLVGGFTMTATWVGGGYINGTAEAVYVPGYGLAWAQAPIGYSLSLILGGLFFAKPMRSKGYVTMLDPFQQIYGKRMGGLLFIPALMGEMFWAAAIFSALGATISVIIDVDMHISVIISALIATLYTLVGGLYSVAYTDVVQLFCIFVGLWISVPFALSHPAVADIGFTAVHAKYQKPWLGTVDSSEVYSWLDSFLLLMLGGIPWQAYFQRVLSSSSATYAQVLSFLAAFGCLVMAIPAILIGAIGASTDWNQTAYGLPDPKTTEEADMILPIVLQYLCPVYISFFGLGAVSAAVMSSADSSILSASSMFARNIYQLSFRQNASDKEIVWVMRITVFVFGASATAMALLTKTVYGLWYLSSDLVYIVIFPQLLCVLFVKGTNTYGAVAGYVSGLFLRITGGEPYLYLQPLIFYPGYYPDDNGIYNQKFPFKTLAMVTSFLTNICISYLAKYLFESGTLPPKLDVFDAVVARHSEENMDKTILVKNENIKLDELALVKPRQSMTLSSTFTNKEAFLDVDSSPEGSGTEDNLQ
CHT allo act: human CHT allosteric activation; AID 488977; B-score at 10 µM; 0.49% of 310,000 active; CHT-expressing cells, membrane potential dye, choline EC20; hits give high values; LV-AA mutant CHT in HEK293 cells; Q9GZV3;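 active means initial fluorescence not abnormally high and integrated response B-score, plate-corrected, over 3 SD above library mean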
* hit, by the source's call; i = inactive.

molecule,CHT inh,CHT allo act
O=C1CCC(C(=O)N2CCN(c3ccccc3Cl)CC2)CN1CC1CCCCC1 (stereo not given),i,i
N#Cc1cn(Cc2cccc(Cl)c2)c2ccccc12,i,i
Fc1ccccc1CSc1nncn1NCc1cccs1,i,i
Cc1nn(C)c(=S)n1-c1ccc(Cl)cc1,i,i
Nc1cc(C(F)(F)F)ccc1N1CCOCC1,i,i
CCN1CCCC1CNC(=O)Cn1ncc2c(=O)oc3ccc(C)cc3c21 (stereo not given),i,i
COc1ccc(N2CCN(CC(=O)c3ccc(O)cc3O)CC2)cc1,i,i
COc1ccccc1C(=O)NC(=S)Nc1ccccc1N1CCCCC1,i,i
CCOC(=O)c1sc2nc3n(c(=O)c2c1C)CCC(C)CC3 (stereo not given),i,i
CCCCN(C(=O)NC(=O)Nc1ccccc1OCC)S(C)(=O)=O,i,i
COCCNC(=O)c1ccc2c(=O)n(CCOC)c(=O)[nH]c2c1,i,i
CC(C)c1ccc(C(=O)NN2C(=O)C3CCCCC3C2=O)cc1 (stereo not given),i,i

Further entries:
molecule,CHT inh,CHT allo act
CCOC(=O)CNC(=O)CCCCCC(=O)NCC(=O)OCC,i,i
CSc1ccc(-c2cccc([N+](=O)[O-])c2)nn1,i,i
C=CCc1cccc2cc(C(=O)NC)c(=O)oc12,i,i
COc1ccc(OC)c(C(=O)Cn2nnc(-c3ccc(N4CCOCC4)cc3)n2)c1,i,i
C=CCn1c(SCC(=O)N2N=C(c3ccco3)CC2c2ccco2)nnc1-c1ccncc1 (stereo not given),i,i
O=C1CCCC2=C1C(c1ccc(Cl)cc1)N1C(=O)CCSC1=N2 (stereo not given),i,i
O=C(Nc1ccc(N2CCOCC2)c(F)c1)c1ccncc1,i,i
CCC1(CC)C(=O)N(C)C(=O)NC1=Nc1ccc(OC)cc1,i,i
Cc1cccc(/C(N)=N/OC(=O)c2ccc(Br)o2)c1,i,i
Cc1ccc(OCC(=O)N/N=C\c2ccc(C)o2)c(C)c1,i,i
COc1ccc(NC(=O)Nc2ncn(Cc3cccc(C(F)(F)F)c3)n2)cc1OC,i,i
COc1ccc(C2(CNC(=O)c3cccc([N+](=O)[O-])c3)CCCCC2)cc1OC,i,i

More compounds
molecule,CHT inh,CHT allo act
CNC(=O)/C(C#N)=C/c1c(N2CC(C)OC(C)C2)nc2ccccn2c1=O (stereo not given),i,i
CCC(=NCc1ccccc1)C1=C(O)C(C(=O)OC)C(C)(C)CC1=O (stereo not given),i,i
CC(Oc1cccc(Cl)c1)C(=O)Nc1ccc(S(=O)(=O)Nc2ncccn2)cc1 (stereo not given),i,i
O=C(N/N=C/c1ccccc1)c1ccc(CN2C(=O)c3cccc4cccc2c34)cc1,i,i
Cc1nc(NCc2ccc3c(c2)OCO3)c2oc3ccccc3c2n1,i,i
COc1cc(-c2nnc(COc3ccc4cc(Br)ccc4c3)o2)cc(OC)c1OC,i,i
CSCCC(NC(=O)c1ccccc1Cl)C(=O)OCC(=O)N1CCCC1=O (stereo not given),i,i
CCC(=O)N1CCN(C(C)=O)C1c1ccccc1 (stereo not given),i,i
Cc1ccc(NC(=O)c2c(C)nn(-c3ccccc3)c2Cl)c(C)c1,i,i
Cc1ccc2oc(=O)c3cnn(CC(=O)NC4CCCCC4C)c3c2c1 (stereo not given),i,i
CN(C)c1ccc(NC(N)=S)cc1,i,i
COC(=O)[C@@H]1C[C@@H]2CC[C@@H](O)C[C@@H]2N1Cc1ccc(Cl)cc1,i,i

Remaining list, next part
molecule,CHT inh,CHT allo act
CC1Sc2ccc(S(=O)(=O)CCC(=O)NC3CCCCC3C)cc2NC1=O (stereo not given),i,i
Fc1ccc(OCCOCCOc2cccc3[nH]ccc23)cc1,-5.3*,i
O=C(CSc1nc2ccc([N+](=O)[O-])cc2[nH]1)NC1CCCCC1,i,i
CCn1cc(/C=C(\NC(=O)c2cc(OC)c(OC)c(OC)c2)C(=O)N2CCN(C)CC2)c2ccccc21,i,i
CCc1nn(C(C)C(=O)N2CCN(Cc3ccccc3)CC2)c(=O)c2cc3occc3n12 (stereo not given),i,i
COc1cccc(C(=O)C2CCCN(Cc3cccn3-c3ccccn3)C2)c1 (stereo not given),i,9.65*
N#CCOc1ccccc1/C=N/n1nnnc1N,i,i
COC(=O)c1nccc2c1[nH]c1ccccc12,i,i
COc1ccccc1NC(=O)C(C/C=C(/C)Cl)C(C)=O (stereo not given),i,i
CCOC(=O)C1CCN(C(=O)CCc2nc3ccccc3[nH]2)CC1,i,i
O=C(C1CCCN(S(=O)(=O)c2ccccc2[N+](=O)[O-])C1)N1CCN(c2ccccc2)CC1 (stereo not given),i,i
Cc1ccc(S(=O)(=O)NCCN(CCNS(=O)(=O)c2ccc(C)cc2)S(C)(=O)=O)cc1,i,i

Other records follow.
molecule,CHT inh,CHT allo act
CCOc1ccc(CN(C)C(C)C(=O)NCc2ccccc2)cc1 (stereo not given),i,i
O=C(CN1CCOCC1)Nc1cccc(S(=O)(=O)N2CCCCCC2)c1,i,i
O=S(=O)(c1cccc(S(=O)(=O)N2CCCC2)c1)N1CCCCC1,i,i
COc1cc(C(=O)c2c(C)c(CCC#N)n3ccccc23)cc(OC)c1OC,i,i
Nn1c(C2CCC2)nc2ccccc2c1=O,i,i
COc1ccc(C2=NS(=O)(=O)N(C)C(C(=O)N3CCOCC3)=C2)cc1,i,i
COc1ccccc1CCNC(=O)C(=O)NCC1OCCN1C(=O)c1ccc(Cl)cc1 (stereo not given),i,i
Cc1nn(-c2ccccc2)c2c1C1(C(=O)N3c4c(cccc41)C(C)CC3(C)C)C(C#N)=C(N)O2 (stereo not given),i,i
CCOc1ccc2c(c1)C(c1cccs1)=NNC(c1cccnc1)=N2,i,i
CSc1nc(-c2ccc(Cl)cc2)nn1C(=O)c1ccccc1,i,i
CSc1ccc(C(=S)N2CCN(C)CC2)cc1,i,i
CCN(Cc1ccccc1)C(c1cccs1)c1nnnn1C1CCCCC1 (stereo not given),i,i

Next results follow.
molecule,CHT inh,CHT allo act
Cc1ccc(CNC(=O)c2c(C)cc(=O)oc2C)cc1,i,i
Cc1cc([N+](=O)[O-])nn1CCCC(=O)NC1CCCCC1,i,i
COc1ccc(/C=C/C(=O)Nc2ccc3c(c2)CCC3)cc1OC,i,i
CCOc1ccc(Nc2nc(N)nc(CN(C)C3CCCCC3)n2)cc1,i,i
Oc1ccc(Oc2ncc(Cl)cc2Cl)cc1,-5.4*,i
CCS(=O)(=O)N1CCN(S(=O)(=O)c2ccc(F)cc2)CC1,i,i
COC(=O)c1sccc1NC(=S)Nc1ccc(F)cc1,i,i
Brc1ccccc1-c1nnc(CSc2nnnn2-c2ccccc2)o1,i,i
Cc1ccnc(NC(=O)CCCc2c[nH]c3ccccc23)c1,i,i
CCNS(=O)(=O)c1ccc(NC(=O)c2cncc(Br)c2)cc1,i,i
CCC(=O)N(Cc1ccc(S(N)(=O)=O)cc1)C1CC(=O)N(c2ccccc2)C1=O (stereo not given),i,i
CCC(C)Sc1nc2c(c(=O)[nH]c(=O)n2C)n1CC(O)COc1cccc2ccccc12 (stereo not given),i,i

CHT inh: hit marks shown above
Compound	CHT inh
Fc1ccc(OCCOCCOc2cccc3[nH]ccc23)cc1	-5.3*
Oc1ccc(Oc2ncc(Cl)cc2Cl)cc1	-5.4*

Going on with the list:
molecule,CHT inh,CHT allo act
Cc1c(Cl)cccc1NC(=O)CSCc1cc(=O)[nH][nH]1,i,i
Cc1ccc(C(=O)N2CCN(Cc3ccccc3)CC2)o1,i,i
CC(C)OCCCNc1ncc2c(n1)CC(c1ccccc1)CC2=O (stereo not given),i,i
CC(C)OC(=O)c1sc2nc(-c3ccccc3)ccc2c1N,i,i
CCN(C(=S)NCc1ccccc1)c1cccc2ccccc12,i,i
CS(=O)(=O)N(C(=O)NC(=O)NC1CCS(=O)(=O)C1)C1CCCCC1 (stereo not given),i,i
O=C(NCCC1=CCCCC1)C1COc2ccccc2O1 (stereo not given),i,i
COc1cccc(/C=N/Nc2cc(N3CCOCC3)ncn2)c1O,i,i
COc1ccc(OC)c(CN2CCN(CCc3ccccc3)C(CCO)C2)c1 (stereo not given),i,i
CCOc1ccccc1NC(=O)c1ccc(S(=O)(=O)N2CCCCC2)cc1,i,i
CCOC(=O)[C@@H]1[C@H]2COc3ccccc3[C@@H]2N2C(=O)N(c3ccc(C(F)(F)F)cc3)C(=O)[C@]12C,i,i
NC(=O)c1cc(NC(=O)CCc2nc3ccccc3s2)cc(C(N)=O)c1,i,i

Remaining list, next part
molecule,CHT inh,CHT allo act
C[C@@H](C(=O)NCc1ccccn1)[C@@H]1C[C@@]1(C)[C@@H](NC(=O)OCc1ccccc1)c1ccccc1,i,i
O=C(COC(=O)c1ccc2c(c1)C(=O)N(CCc1ccccc1)C2=O)Nc1ccc(OC(F)F)cc1,i,i
Cc1cc(NCc2ccco2)nc2cc(O)ccc12,i,8.56*
N#CCSc1nnc(SCC#N)s1,i,i
Cc1ccc2nc(=O)c(NNc3ccccc3)cnc2c1,i,i
Cc1ccc(-n2nnnc2CNC(=O)c2ccc3c(c2)OCO3)cc1C,i,i
CCC(CC)C(=O)Nc1cc(C)c2c(=O)oc3ccccc3c2n1,i,i
Cc1ccc(Cn2ccc(NC(=O)c3c(-c4ccccc4Cl)noc3C)n2)cc1,i,i
Cc1cc(C(=O)N2CCc3ccccc3C2)n[nH]1,i,i
O=C1CCC(=O)N1CCSC(=S)N1CCOCC1,i,i
COc1ccc(Cl)cc1N1C(=O)C2CCCN2C1c1ccc(F)c(F)c1 (stereo not given),i,i
COc1ccc(CCN(C)C(=O)CN2C(=O)c3ccccc3S2(=O)=O)cc1OC,i,i

Next part.
molecule,CHT inh,CHT allo act
COCCN1Cc2cccc(C(=O)Nc3ccc(-c4nc5ccccc5[nH]4)cc3)c2C1=O,-8.26*,i
COc1ccccc1CCNC(=O)C(=O)NCC1OCCN1S(=O)(=O)c1ccc(Br)cc1 (stereo not given),i,i
CCOC(=O)C1=C(C)Nc2[nH]c(=O)[nH]c(=O)c2C1c1cccs1 (stereo not given),i,i
C/C(=N\Nc1nccnc1Cl)c1ccc([N+](=O)[O-])cc1,i,i
COc1ccc(S(=O)(=O)N2CCCCC2)cc1NC(=O)c1cc([N+](=O)[O-])ccc1N1CCOCC1,i,i
CN(CC(=O)Nc1cccc(F)c1)C(=O)c1cc(-c2ccccc2)nc2ccccc12,i,i
CC(=O)N1CC(C)Sc2ccc(S(=O)(=O)NCCc3cccc(C)c3)cc21 (stereo not given),i,i
CC(C)CC(=O)N1CC(=O)Nc2ccc(F)cc2C1c1ccccc1 (stereo not given),i,i
CSc1ccccc1NC(=O)c1cc2c(=O)n3ccccc3nc2s1,i,i
Cc1ccc2c(Cl)cc(Cl)c(OCC(=O)NC(C)(C)C)c2n1,i,i
Cc1ccc(C(=O)N2CCN(c3ccc([N+](=O)[O-])c(NCc4ccco4)c3)CC2)cc1,i,i
CC(CCc1ccccc1)C(=O)NO (stereo not given),i,i

The results go on:
molecule,CHT inh,CHT allo act
Cc1cs/c(=N/C(=S)Nc2ccccc2)n1C,i,i
CCn1ccnc1CC1COc2ccccc2O1 (stereo not given),i,i
Cc1ccc(C)c(-n2c(-c3ccc4c(c3)OCO4)n[nH]c2=S)c1,i,i
O=C(COCc1nc2ccccc2c(=O)[nH]1)NCC1CCCCC1,i,i
CCc1ccc(NC(=S)NC2CC3CCCC(C2)N3Cc2ccccc2)cc1 (stereo not given),i,i
O=C(Nc1ccc2c(c1)CCC2)c1cnccn1,i,i
CN(Cc1ccccc1OCCO)CC1CCCN(CCc2ccc(Cl)cc2)C1 (stereo not given),i,i
Cc1cc(=O)[nH]c(SCC(=O)Nc2cc(S(=O)(=O)N(C)C)ccc2Cl)n1,i,i
O=C(CCN1CCCC1)Nc1ccc(Br)cc1,i,i
Cc1cccc(-c2nc(CN3CCN(Cc4cccc(F)c4)CC3)c(C)o2)c1,i,i
CC(=C1C(=O)c2ccccc2C1=O)N1CCN(c2ccc(F)cc2)CC1,i,i
Cc1ccc(NC(=O)CCn2c(=O)c3cccn3c3ccccc32)c(C)c1,i,i

As a working copy, part of the list above:
molecule,CHT inh,CHT allo act
CN(Cc1ccccc1OCCO)CC1CCCN(CCc2ccc(Cl)cc2)C1 (stereo not given),i,i
Cc1cc(=O)[nH]c(SCC(=O)Nc2cc(S(=O)(=O)N(C)C)ccc2Cl)n1,i,i
O=C(CCN1CCCC1)Nc1ccc(Br)cc1,i,i
Cc1cccc(-c2nc(CN3CCN(Cc4cccc(F)c4)CC3)c(C)o2)c1,i,i
CC(=C1C(=O)c2ccccc2C1=O)N1CCN(c2ccc(F)cc2)CC1,i,i
Cc1ccc(NC(=O)CCn2c(=O)c3cccn3c3ccccc32)c(C)c1,i,i

(more compounds)
molecule,CHT inh,CHT allo act
C/C(=N\Nc1nc(C)cc(-c2ccccc2)n1)c1cccc(N)c1,i,i
Cc1ccc([N+](=O)[O-])cc1-c1ccc(/C=N\n2nnnc2N)o1,i,i
CCCn1nnc(NC(=S)NC(=O)CC)n1,i,i
CNc1c(NS(=O)(=O)c2cc(OC)ccc2OC)c(=O)oc2ccccc12,i,i
CSCCC(NC(=O)c1ccccc1)C(=O)NC1CCCC1 (stereo not given),i,i
CCN(CC)C(=O)CSc1nc2sc3c(c2c(=O)n1CCOC)CCC3,i,i
O=C(CSc1nc2ccccc2c(=O)n1Cc1ccco1)NCc1ccccc1,i,i
